# RAD54 inh = inhibitors of human RAD54 branch migration, primary screen, biochemical, fluorescence, single point; DNA repair and recombination protein RAD54-like (Homo sapiens), Q92698; RAD54 Holliday junction branch migration, FAM/BHQ fluorescence; inhibition, % at 10.4 µM; 360,000 tested, 0.14% active;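 active means mean normalized replicate activity at least 40 and at least half of replicates scoring 40 or more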;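 further: 0% = median of neutral control wells and 100% = median of positive control wells; inhibitors cause a drop in the FAM fluorescence signal; in these data hits start at about 50%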
# Target sequence (Q92698 whole entry, looked up): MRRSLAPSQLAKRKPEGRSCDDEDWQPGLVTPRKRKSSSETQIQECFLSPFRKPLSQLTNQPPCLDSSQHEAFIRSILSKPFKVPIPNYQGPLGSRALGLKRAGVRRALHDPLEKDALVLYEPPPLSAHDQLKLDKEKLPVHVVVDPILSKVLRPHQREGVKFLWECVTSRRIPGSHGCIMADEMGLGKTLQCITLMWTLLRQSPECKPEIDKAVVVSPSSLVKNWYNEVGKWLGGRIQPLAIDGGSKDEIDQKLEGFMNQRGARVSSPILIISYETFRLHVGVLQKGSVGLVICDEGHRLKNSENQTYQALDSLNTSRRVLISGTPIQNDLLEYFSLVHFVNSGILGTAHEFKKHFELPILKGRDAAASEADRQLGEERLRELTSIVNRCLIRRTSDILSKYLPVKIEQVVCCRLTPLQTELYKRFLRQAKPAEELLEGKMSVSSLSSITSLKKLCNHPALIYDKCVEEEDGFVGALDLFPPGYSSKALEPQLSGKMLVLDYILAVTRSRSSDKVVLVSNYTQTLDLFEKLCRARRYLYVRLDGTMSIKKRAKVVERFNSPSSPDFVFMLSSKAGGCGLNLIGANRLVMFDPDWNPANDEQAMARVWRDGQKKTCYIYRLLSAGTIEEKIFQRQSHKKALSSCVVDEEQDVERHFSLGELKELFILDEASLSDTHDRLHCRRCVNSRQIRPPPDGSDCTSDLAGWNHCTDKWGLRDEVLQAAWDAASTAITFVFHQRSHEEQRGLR
# ERAP1 inh = human ERAP1 aminopeptidase inhibitors, primary screen, biochemical, single point, plate reader; 340,000 tested, 0.15% active; inhibition, % at 10.7 µM; recombinant ERAP1, Leu-AMC fluorescence, 60 min; Endoplasmic reticulum aminopeptidase 1 (Homo sapiens), Q9NZ08;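 active means mean replicate inhibition of at least 30%, or all replicates individually reaching that 30% level; inactive means mean below 30% and not every replicate reaching it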;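 further: 0% = neutral control wells and 100% = L-leucinethiol positive control wells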
# E-sel inducer = E-selectin induction in HUVECs, primary screen, imaging, HUVEC, immunofluorescence imaging, single point. P16581. normalized: neutral wells 0, TNF-alpha wells 100. activation, % at 7.58 µM. 260,000 tested, 0.37% active. AID 686992, 2013;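 active means mean E-selectin-positive cell signal at least 10% of the positive control, reached in at least 60% of replicates, without over 20% cell loss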;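 further: in these data hits start at about 27%; measured in HUVEC primary endothelial cells; signal is the percent of cells scored E-selectin positive by PE staining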
#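 material = human umbilical vein endothelial cells (HUVEC), E-selectin induction | quantity = 3,000 cells/well | medium = EGM-2 growth medium on 0.1% gelatin-coated wells | technique = immunofluorescence imaging | read-out basis = % PE-positive cells | control set = TNF-alpha positive control, DMSO neutral control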
# PGC1a acetyl inh = inhibitors of PGC1a acetylation signal, primary screen, cell-based, U2OS, AlphaScreen, inhibitor mode; AlphaScreen anti-acetyl-lysine; with virally co-expressed GCN5 acetyltransferase; inhibition, % at 15.6 µM; 350,000 tested, 0.17% active;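 active means every replicate shows inhibition of at least 40%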;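 further: 0% = neutral control wells and 100% = positive control wells; some results beyond the cut were filed as inactive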
# RAD52 inh = RAD52 DNA annealing inhibitors, primary screen, biochemical, FRET, single point, set 2; DNA repair protein RAD52 homolog (Homo sapiens), P43351; recombinant RAD52 DNA annealing, FRET fluorescence; inhibition, % at 18.7 µM; 360,000 tested, 0.46% active; AID 651710, 2012;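 active means every replicate showing at least 50% inhibition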
# miR122 inh = miR-122 Renilla sensor signal increase in Huh7, primary screen, miR-122 inhibitor project, cell-based, single point, plate reader | Huh7 miR-122 Renilla luciferase sensor, 48 h; neutral wells = 0, positive control = 100 | activation (reporter increase), % at 12.5 µM | 340,000 tested, 0.3% active | AID 602342, 2012;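 active means mean replicate activation score at least 90 and every replicate individually at or above 90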;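 further: higher luciferase means less miR-122 activity so hits act as miR-122 inhibitors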
# PglD DTNB = C. jejuni PglD acetyltransferase inhibitors, primary screen, biochemical, DTNB colorimetric, single point | inhibition, % at 12.5 µM | purified PglD enzyme, DTNB colorimetric CoA detection | 360,000 tested, 0.098% active | AID 602405, 2012 | UDP-N-acetylbacillosamine N-acetyltransferase PglD (Campylobacter jejuni); in the data active means inhibition above about 16%, passing the limit was not always enough; further: strong numbers were not always called active
# Cneo AK release = Cryptococcus neoformans cell lysis inducers, primary screen, AK release luminescence, single concentration. C. neoformans lysis, adenylate kinase release luminescence, 4 h; normalised: neutral wells 0, clomiphene wells 100. lysis activity, % at 15 µM. 360,000 tested, 0.2% active;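 active means mean lysis activity across replicates of at least 80%, whatever share of replicates individually reach that level; inactive means mean lysis activity below 80%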
#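 Assay system: log-phase C. neoformans yeast / Quantity: yeast cell density of 5 × 10^6 cells/mL / Medium: fresh YPD growth medium / Compound: single dose / Timing: static 4 h at 37 °C with compound, 1 h detection / Measured by: adenylate kinase release luminescence / Read-out: lysis from increased AK signal / Benchmarks: Clomiphene as positive lysis control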
# The depositor's hits bear a star; . = no result given; [ ] = remark or other dose.
canonical_smiles	RAD54 inh	ERAP1 inh	E-sel inducer	PGC1a acetyl inh	RAD52 inh	miR122 inh	PglD DTNB	Cneo AK release
CC(C)n1c2ccccc2c2nnc(SCC(=O)OCN3C(=O)c4ccccc4C3=O)nc21	-3	.	.	.	.	7	-4	-3
COc1ccccc1C(=O)NCCSCc1c(F)cccc1Cl	-5	0	.	4	-4	0	15	2
NC(=O)C1CCN(C(=O)c2ccc(CS(=O)(=O)c3c(Cl)cccc3Cl)o2)CC1	1	.	.	0	-22	3	5	-2
COC(=O)C1(C(F)(F)F)N=C(N(C)C)OC(N(C)C)=N1	8	.	.	-3	.	4	1	29
CN1C(=O)c2cc(NC(=O)C3CCC3)ccc2OC[C@@H]2O[C@@H](CC(=O)NCC3CCCCC3)CC[C@@H]21	.	2	0.1	1	16	.	.	.
NS(=O)(=O)c1cccc(NC(=O)COC(=O)CCC2CCCC2)c1	-7	-2	-0.2	3	-8	-14	-2	-9
C[C@@H]1CN([C@@H](C)CO)C(=O)c2cc(-c3ccccc3F)cnc2O[C@@H]1CN(C)C(=O)NC1CCCCC1	6	-3	0.4	-7	-3	8[16.7 µM]	-1	-4
C[C@@H]1CN([C@@H](C)CO)C(=O)c2cc(NS(=O)(=O)c3ccc(Cl)cc3)ccc2O[C@@H](C)CCCCO[C@H]1CN(C)C(=O)CCCN(C)C	13	-4	0.4	-4	30	0[16.7 µM]	2	-7
COc1ccccc1C(=O)C1CCCN(C(=O)CCn2cnnn2)C1 (configuration not stated)	-5	-3	.	11	-7	7	0	-2
CCN(CC)C(=O)Oc1cc2c(-c3cc4cccc(OC)c4o3)cc(=O)oc2cc1C	1	2	.	6	-4	.	-8	0
O=C(NP(=O)(N1CCOCC1)N1CCOCC1)C1=C(N2CCOCC2)/C(=C\c2ccccc2)CC1	3	4	-0.1	1	-23	-4	2	0
CCCOC(=O)C(C)Sc1n[nH]c(=O)[nH]c1=O (configuration not stated)	.	1	.	3	-9	-12	.	.
CC1CC(C)(C)CC2(C1)NC(=O)N(CC(=O)Nc1nccs1)C2=O (configuration not stated)	.	1	0.6	.	3	6	.	.
CCOC(=O)C1CCCN(CC(O)COc2ccc(OC)cc2C(C)(C)C)C1 (configuration not stated)	5	.	.	-4	.	-3	-2	0
C[C@H](O)C#Cc1ccc2c(c1)O[C@@H](CN(C)Cc1cncnc1)[C@@H](C)CN([C@@H](C)CO)S2(=O)=O	2	-5	-1.2	6	-2	-4[16.7 µM]	-3	-4
CC(=O)c1ccc(C(=O)Nc2ccc3c(c2)C(=O)NC3=O)cc1	4	-4	0.2	13	-1	27	0	-2
COc1ccc(NC(=O)Nc2cccc3c2O[C@@H](CN(C)C(=O)NC2CCCCC2)[C@@H](C)CN([C@@H](C)CO)C3=O)cc1	0	0	-5.2	11	-7	8[16.7 µM]	4	19
C[C@@H](C(=O)OCC(=O)c1ccc(F)c(F)c1)N1C(=O)C2CCCCC2C1=O (some centres not stated)	0	-5	-0.6	-3	-13	5	3	0
Fc1ccc(NC(=S)N2CCN(c3ccccn3)CC2)cc1Cl	-4	1	0.0	-8	-17	2	-6	5
COc1ccc(S(=O)(=O)Nc2ccc3c(c2)C(=O)N([C@H](C)CO)C[C@@H](C)[C@@H](CN(C)C(=O)Cc2ccccc2)OCCCC[C@@H](C)O3)cc1	3	-3	0.0	-5	21	14[16.7 µM]	2	-1
CCn1c(SCc2nc3cc(OC)c(OC)cc3c(=O)[nH]2)nnc1-c1ccncc1	-4	.	.	-1	.	-8	-6	0
CC(=O)N1CC2(C1)[C@@H](c1ccccc1)[C@@H](CO)N2Cc1cc(F)ccc1F	.	-2	0.3	-5	-60	.	.	.
Nc1cccc(-c2nnc3n2CCCCC3)c1	-5	-2	-0.1	.	-10	-3	1	1
CCOc1ccc(NC(=O)CN2CCN(CC(=O)Nc3ccc(N(C)C)cc3)CC2)cc1	-14	-4	-0.1	4	-15	-11	2	1
Cc1ccccc1S(=O)(=O)N1CCCCN2[C@H](CO)[C@H](c3ccc(-c4cccc(F)c4)cc3)[C@@H]2C1	0	2	-0.5	-4	-6	-3[16.7 µM]	-4	-3
CN1CCN(C(=O)C[C@H]2C[C@H]3c4cc(NC(=O)C5CCC5)ccc4O[C@H]3[C@H](CO)O2)CC1	7	2	0.2	-4	-7	5[16.7 µM]	2	-2
CN(C)C(=O)c1cccc(-c2ccc([C@H]3[C@H](CO)N4C(=O)CN(C(=O)Cc5ccccc5)C[C@@H]34)cc2)c1	.	0	0.1	-5	-4	.	.	.
CCc1ccc(CN(C)C(=O)C2=CC=CN3CCS(=O)(=O)N=C23)cc1	-4	0	.	1	-5	0	1	.
COc1cccc(NC(=O)N2CC(=O)N3[C@H](CO)[C@@H](c4ccc(C#CCC5CCCC5)cc4)[C@H]3C2)c1	.	-3	0.5	-3	-3	.	.	.
CCOc1cc(C(=O)Nc2ccc(S(=O)(=O)Nc3cc(C)on3)cc2)cc(OCC)c1OCC	2	.	.	-22	.	2	4	-1
C=CCn1c(SCc2cc(C(=O)OC)c(C)o2)nnc1-c1ccncc1	-15	.	.	-17	.	0	-1	-1
CCS(=O)(=O)N1CC(=O)N2[C@H](CO)[C@@H](c3ccc(-c4ccccc4)cc3)[C@H]2C1	.	0	0.5	7	-12	.	.	.
CCCC(=O)Nc1c2c(nn1-c1ccc(F)cc1)CS(=O)(=O)C2	-9	3	.	4	-8	.	-2	-1
CCc1ccc(NC(=O)c2cc(C)no2)cc1	-11	-4	0.1	1	-5	3	3	-2
CCn1c(CC(=O)Nc2ccccc2F)nnc1SCC(=O)NC1=NCCS1	0	-3	-0.2	-9	5	-5	1	3
COCCNC(=O)CSc1ccc(C)cc1	-4	.	.	.	.	6	-5	-4
O=C(CN(C(=O)CCC(=O)Nc1nccs1)c1cccc(F)c1)NCc1ccccc1	8	1	0.2	9	-9	-3	1	1
CCNC(=O)n1nccc1C(C)Oc1ccc(Cl)cc1 (configuration not stated)	-9	.	.	0	.	0	4	-5
CCCNC(=O)Cc1ccsc1	-6	.	-0.6	8	.	19	-7	2
CC(C)NC(=O)c1ccc(CSCc2ccccc2Cl)o1	10	1	.	-14	-11	-11	-4	-3
COc1ccc(CN(C)C[C@H]2OCCCC[C@H](C)Oc3ccc(NC(=O)Nc4cccc5ccccc45)cc3C(=O)N([C@H](C)CO)C[C@H]2C)cc1	7	0	0.0	0	3	-2[16.7 µM]	-1	2
Cc1c(N2C(=O)SC(CC(=O)O)C2=O)c(=O)n(-c2ccccc2)n1C (configuration not stated)	-6	.	.	17	.	-1	-7	3
CCOc1ccc(NC(=O)COC(=O)c2ccc(S(=O)(=O)N3CCOCC3)cc2)cc1	-2	1	0.1	1	-16	-4	3	-4
O=C(Nc1cc(S(=O)(=O)N2CCOCC2)ccc1N1CCCC1)C1CC1	-1	4	0.2	.	-10	-5	0	1
O=C(NCc1cccc(Cl)c1)C1Cc2c(-c3ccc(Cl)cc3)ccnc2O1 (configuration not stated)	8	-3	0.3	.	-14	-6	1	0
CN(C)C(=O)C[C@@H]1C[C@H]2c3cc(NC(=O)NC4CCCCC4)ccc3O[C@H]2[C@H](CO)O1	-2	-2	-0.3	-2	-4	-7[16.7 µM]	-1	5
COc1ccc(NC(=O)N(C)C[C@@H]2Oc3ccc(NC(=O)NC4CCCCC4)cc3CC(=O)N([C@@H](C)CO)C[C@@H]2C)cc1	-12	-1	-3.2	6	6	-2[16.7 µM]	9	9
COc1ccc(-n2c(COc3ccc(Cl)cc3)nnc2SCc2ccc(C#N)cc2)cc1	10	.	.	-8	.	3	-5	0
Cc1ccc(-c2csc(NC(=O)c3ccc(S(=O)(=O)N4CCc5ccccc54)cc3)n2)cc1	5	-1	1.8	13	-9	-16	-4	-1
COc1ccc(NC(=O)c2ccc(S(=O)(=O)N3CCCC3)cc2)cc1OC	-1	5	-0.4	.	5	.	1	4
CS(=O)(=O)N(CC(=O)Nc1cccc(Cl)c1Cl)c1ccccc1	-14	.	.	.	.	20	1	1
COc1cccc(NC(=O)CN2CCN(CC(=O)Nc3ccccc3Cl)CC2)c1	-2	-1	.	-8	-16	-23	3	-1
C[C@@H]1CN([C@H](C)CO)C(=O)c2cccc(NC(=O)Nc3ccc(C(F)(F)F)cc3)c2O[C@H]1CN(C)C(=O)Nc1ccc2c(c1)OCO2	-7	.	0.2	-5	.	3[16.7 µM]	0	-3
O=C(Nc1nonc1-c1ccc(F)cc1)c1ccco1	1	-2	.	2	-3	-3	-3	-1
Cc1ccc(S(=O)(=O)Nc2cccc3c2O[C@@H](CN(C)Cc2ccc(C(F)(F)F)cc2)[C@@H](C)CN([C@@H](C)CO)C3=O)cc1	6	5	-0.2	-11	1	46[16.7 µM]	0	64
CC(C)CC#Cc1ccc2c(c1)O[C@@H](CN(C)S(C)(=O)=O)[C@@H](C)CN([C@@H](C)CO)S2(=O)=O	-10	-1	-0.1	-13	13	-1[16.7 µM]	-3	-1
O=C(CCCN1C(=O)/C(=C/c2cccs2)SC1=S)Nc1ccc(C(=O)O)cc1	.	2	.	-2	4	7	.	.
COc1ccc(Cc2nnc(NC(=O)c3cc(OC)c(OC)c(OC)c3)s2)cc1OC	-5	7	0.3	.	10	0	-168	-2
CCCCNC(=O)N1CCN(c2ccnc3cc(Cl)ccc23)CC1	-12	6	.	-2	-9	-3	1	0
O=C(NC1CCCCC1)C(c1ccccn1)N(C(=O)c1csnn1)c1ccccc1 (configuration not stated)	5	5	.	.	-5	.	4	-3

# (further entries)
canonical_smiles	RAD54 inh	ERAP1 inh	E-sel inducer	PGC1a acetyl inh	RAD52 inh	miR122 inh	PglD DTNB	Cneo AK release
O=C(CSc1ccc2nnc(-c3ccccn3)n2n1)N1CCOCC1	10	.	.	8	-11	0	4	0
C[C@@H]1CN([C@@H](C)CO)S(=O)(=O)c2ccc(/C=C/c3ccccc3)cc2O[C@H]1CN(C)Cc1ccc(C(=O)O)cc1	-6	0	-0.1	8	-3	0[16.7 µM]	1	-4
COCCNC(=O)COc1ccccc1C	4	.	.	1	.	-5	5	2
O=C(Cn1c(-c2cscn2)nc2ccccc21)Nc1ccccc1F	-18	.	.	-7	.	-8	-1	-1
O=C(COC(=O)C1=COCCO1)NC(=O)c1ccc(OC(F)F)cc1	-9	-1	2.7	2	-21	-7	1	-1
O=C1OCCC1Sc1ncnc2sccc12 (configuration not stated)	2	.	.	-9	.	-2	7	4
CN(CC(=O)N1CCCCC1)S(=O)(=O)c1cccc2cccnc12	-3	.	.	-5	-14	6	-5	-1
O=C(c1ccccn1)N1CCN(c2cccc(C(F)(F)F)c2)CC1	.	2	2.6	5	3	.	.	.
C[C@H](CO)N1C[C@H](C)[C@@H](CN(C)S(=O)(=O)c2cn(C)cn2)Oc2ccc(NC(=O)Nc3cccc4ccccc34)cc2C1=O	5	3	-2.0	-2	16	-3[16.7 µM]	-5	0
